From PubChem BioAssay
SKBR3 24h inh: SK-BR-3 proliferation inhibitors. SK-BR-3 viability, CellTiter-Glo ATP luminescence, 24 h; hits give low values. viability, % at 10 µM. hit rate 0.47% among 41,000. AID 847;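 active means viability at or below the median of all test compounds minus 3 SD, in both replicates if run twice, cut at about 45% in these data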;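 further: 100% = median untreated cell wells and 0% = median positive control drug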
Active calls of the source: *.

Sample of the layout:
SMILES | SKBR3 24h inh
Cc1ccc(-c2nc3s/c(=C\c4ccco4)c(=O)n3n2)cc1 | 107
Cc1ccnc(NC(=O)c2c(O)c3ccccc3n(C)c2=O)c1 | 90
COC(=O)c1nc(NC(C)=O)n[nH]1 | 92

The listing (from the top)
SMILES | SKBR3 24h inh
Cc1ccc(-c2nc3s/c(=C\c4ccco4)c(=O)n3n2)cc1 | 107
Cc1ccnc(NC(=O)c2c(O)c3ccccc3n(C)c2=O)c1 | 90
COC(=O)c1nc(NC(C)=O)n[nH]1 | 92
CCc1ccc(NC(=O)C2CC(=O)N(C(C)C)C2)cc1 (stereo unspecified) | 86
C=C(Br)Cn1c(CCCC)nc2ccccc21 | 88
COP(C)(=O)c1c(C)nn(-c2ccccc2)c1C (stereo unspecified) | 91
Cn1c(=O)cc(NCCc2ccccc2)[nH]c1=O | 93
COC(=O)Cn1c2ccccc2c2nc(C)sc21 | 87
CCC(NC(=O)NCc1cccnc1)(C(F)(F)F)C(F)(F)F | 93
CC(=O)c1c(C(C)=O)c(C)n(-c2nc(-c3ccccc3)c(C)s2)c1C | 81
O=C(NC1c2ccccc2-c2ccccc21)c1ccco1 | 75
COCC(=O)Nc1ccccc1C(=O)Nc1ccc(OC)cc1 | 96
C=CCNC(=O)C(C#N)c1nc2ccccc2nc1N1CCN(Cc2ccccc2)CC1 (stereo unspecified) | 94
O=C(CCSc1nc(-c2ccco2)cc(C(F)(F)F)n1)NCC1CCCO1 (stereo unspecified) | 89
CCOc1ccc(Nc2nc3c(c(=O)[nH]2)CCCC3)cc1 | 82
Cc1cc(NCCCn2ccnc2)n2ncc(-c3ccccc3)c2n1 | 82
Clc1ccccc1CSc1ncccn1 | 94
CCOC(=O)C1CCN(C(=O)CCCOc2ccccc2)CC1 | 97
COc1ccc(CNc2oc(-c3cccc4ccccc34)nc2C#N)cc1 | 96
COc1cc(C2NC(=O)NC(c3ccccc3)=C2C(C)=O)ccc1OCC#N (stereo unspecified) | 92
Cn1c(C(=O)N2CCN(c3ccc(Cl)cc3)CC2)cc2c(=O)[nH]c3ccccc3c21 | 85
CCOC(=O)C(C(C)=O)C(c1ccc(OC)cc1)C(C(C)=O)C(=O)OCC (stereo unspecified) | 69
O=C(C1CCCCC1)N(Cc1ccccc1)c1ccccn1 | 84
Cc1cccc(NC(=O)c2cc(NC(=O)C3CCCCC3C(=O)O)ccc2Cl)n1 (stereo unspecified) | 93
O=C(CCCSc1nc(-c2ccco2)cc(C(F)(F)F)n1)Nc1ccc2c(c1)OCO2 | 88
COc1ccc(C(=O)Cn2c(N3CCOCC3)nc3ccccc32)cc1OC | 88
O=C(c1ccc(Nc2cccc(C(F)(F)F)c2)nc1)N1CCCC1 | 85
Cc1cc(C)c2c(n1)nn1c(N3CCOCC3)cc(C)nc21 | 79
CC(C)CC(=O)NCC(C)NC(=O)CC(C)C (stereo unspecified) | 87
COc1cccc(-n2cc3c(c2-c2ccccc2)c(=O)n(C)c(=O)n3C)c1 | 88
O=C(c1ccco1)N1CCN(CC(=O)N2c3ccccc3CCc3ccccc32)CC1 | 90
C=CCSc1nnc(NC(=O)c2cccc(S(=O)(=O)N3CCOCC3)c2)s1 | 80
CCCOC(=O)NC1C(NC(=O)OCCC)N(C)C(=O)N1C (stereo unspecified) | 99
CCC(C(=O)N1CCN(S(C)(=O)=O)CC1)c1ccccc1 (stereo unspecified) | 97
Cc1noc(C)c1CSc1ccc2ccccc2n1 | 85
CCCCCC(=O)Nc1ccc(N2CCN(S(C)(=O)=O)CC2)cc1 | 80
CCc1nnc(NC(=O)CCC(=O)NC2CCCCC2)s1 | 94
C=CCn1c(Cc2ccc(OC(C)C)c(Cl)c2)nnc1SCC(N)=O | 91
O=C(CCN1C(=O)C2C3C=CC(C3)C2C1=O)NCCc1ccccc1Cl (stereo unspecified) | 67
CCOc1ccc(N(CC(=O)O)S(=O)(=O)c2ccc(OC)c(OC)c2)cc1 | 104
O=c1n(Cc2ccccc2Cl)c2sc3c(c2c2ncnn12)CCCC3 | 54
COc1ccc(C(=O)n2nnc3ccccc32)cc1Br | 92
CC1(C)Cc2c(c(-c3ccccc3)nc3[nH][nH]c(=O)c23)CO1 | 90
CN(c1ccccc1C(=O)N1CCc2ccccc2C1)S(C)(=O)=O | 96
Nc1nc(SCC(=O)NCC2CCCO2)n[nH]1 (stereo unspecified) | 96
c1ccc(N2CCN(C3CCSC3)CC2)cc1 (stereo unspecified) | 77
CCS(=O)(=O)N1CCCC(C(=O)NC2CCCC2)C1 (stereo unspecified) | 82
O=C(NCc1cccs1)C(Cc1ccccc1)NS(=O)(=O)c1cccs1 (stereo unspecified) | 98
COC(=O)COc1nc(C)c2c(c1C#N)CC(C)(C)OC2 | 100
CCC(C)(C)n1nnnc1C(c1cc2cccc(C)c2[nH]c1=O)N1CCCC1 (stereo unspecified) | 93
(listing goes on)
SMILES | SKBR3 24h inh
CCCCn1c(NC(=O)CC)c(C#N)c2nc3ccccc3nc21 | 76
CCCC(CCC(=O)Nc1ccc(C(=O)OCC)cc1)C(=O)O (stereo unspecified) | 121
COc1cc(NC(=O)c2cccs2)c(OC)cc1NC(=O)CCn1nnc2ccccc21 | 90
COc1ccccc1NC(=O)N1CCCC1C(=O)NCc1ccccc1 (stereo unspecified) | 93
O=C(NCCC1=CCCCC1)C1CCN(C(=O)Nc2ccccc2)CC1 | 93
COCC(=O)N(Cc1cc2cc(OC)ccc2[nH]c1=O)c1ccccc1 | 93
Cc1ccc(Cl)cc1N1CCN(C(=O)c2ccc(CN3CCOCC3)cc2)CC1 | 87
COc1ccc(C(C)NC(=O)C2CCCO2)cc1OC (stereo unspecified) | 97
OC(COc1c(Br)cc(Br)cc1Br)CN1CCOCC1 (stereo unspecified) | 97
CCOC(=O)c1c(C)n(C)c2cc(OCCN(CC)CC)ccc12 | 84
COC(=O)c1c(NC(=O)CSc2nc3c(c(=O)n(C)c(=O)n3C)n2C(C)C)sc(C)c1C | 93
COC(=O)c1ccc(N2CCN(C)CC2)c(NC(=O)c2cc3ccccc3o2)c1 | 81
CCC(=O)Nc1ccc(-c2nnc(-c3ccccc3)o2)cc1 | 70
O=C(NCc1ccccc1)C1CCCN(C(=O)Nc2ccccc2)C1 (stereo unspecified) | 51
Cc1cccc2cc(C#N)c(NCCNC(=O)NC3CCCCC3)nc12 | 100
COc1cccc(NC(=O)CSCc2n[nH]c(=O)[nH]2)c1 | 92
COc1cccc(C2=CC(c3ccc(OC)c(OC)c3OC)n3nnnc3N2)c1 (stereo unspecified) | 100
C=CCn1c(SCC(=O)c2ccc(OC)cc2)nnc1-c1cc2cccc(OC)c2o1 | 90
CCCc1cc(=O)[nH]c(SCC(N)=O)n1 | 93
Cc1ccc2c(c1)N(CCC(=O)NCCN1CCOCC1)C(=O)CO2 | 88
COCCCNc1nc2c(c(=O)[nH]c(=O)n2C)n1CCCc1ccccc1 | 112
CC(C)[C@H](NC(=O)NCc1cccs1)C(=O)O | 119
CCCCN(C)C(=O)CCC(=O)Nc1ccc2nc(N3CCOCC3)cc(C)c2c1 | 84
Cc1ccsc1CNn1cnnc1SCc1ccccc1F | 85
Cn1c2ccccc2c2nnc(SC3CCOC3=O)nc21 (stereo unspecified) | 87
CCS(=O)(=O)N1CCN(Cc2ccncc2)CC1 | 99
CCCc1cc(-c2nc(N)ncc2-c2ccc3c(c2)OCCCO3)c(O)cc1OC | 92
Cc1ccccc1Cn1cc(NC(=O)c2cc3nc(-c4ccco4)cc(C(F)(F)F)n3n2)cn1 | 63
COc1cccc(OC)c1OCCCSc1nc(C)cc(=O)[nH]1 | 107
COC(=O)CSc1nnc2c3c4c(sc3nc(-n3nc(C)cc3C)n12)COC(C)(C)C4 | 109
CCOCCCNC(=O)C(c1ccc(Cl)cc1)N1CCN(C(=O)c2ccco2)CC1 (stereo unspecified) | 90
CN(C(=O)CSc1nnnn1-c1ccccc1)C1CCCCC1 | 96
CCOC(=O)NC1(C(F)(F)F)C(=O)NC(C)=C1C#N (stereo unspecified) | 87
COCCn1c(-c2ccc(OC)cc2)cnc1N | 65
N#Cc1c(N)nc2c(c1-c1ccncc1)CCCC2 | 100
CCOC(=O)CC1C(=O)NCCN1C(=O)Nc1ccccc1 (stereo unspecified) | 103
C[n+]1cnn2c1SCC1(COC1)C2 | 91
O=C1CN(C(=O)CN2CCCC2)C(c2ccccc2)c2cc(Br)ccc2N1 (stereo unspecified) | 87
CCOC(=O)CNC(=O)CSc1nc2nc(C)c(Br)cc2[nH]1 | 125
O=c1[nH]c2ccccc2c2nc3ccccn3c12 | 110

Look-ups from the results shown:
SKBR3 24h inh, `CCOCCCNC(=O)C(c1ccc(Cl)cc1)N1CCN(C(=O)c2ccco2)CC1` (stereo unspecified) is entered as 90
SKBR3 24h inh, `CCOC(=O)NC1(C(F)(F)F)C(=O)NC(C)=C1C#N` (stereo unspecified) is entered as 87

Compounds above that contain bromine:
SMILES | SKBR3 24h inh
C=C(Br)Cn1c(CCCC)nc2ccccc21 | 88
COc1ccc(C(=O)n2nnc3ccccc32)cc1Br | 92
OC(COc1c(Br)cc(Br)cc1Br)CN1CCOCC1 (stereo unspecified) | 97
O=C1CN(C(=O)CN2CCCC2)C(c2ccccc2)c2cc(Br)ccc2N1 (stereo unspecified) | 87
CCOC(=O)CNC(=O)CSc1nc2nc(C)c(Br)cc2[nH]1 | 125

(continued)
SMILES | SKBR3 24h inh
COc1cc(/C=N/n2cnnc2)ccc1OC(=O)c1cccnc1 | 89
Cc1ccc(CNC(=O)c2coc(=O)c3ccccc23)o1 | 86
COc1ccc2cc(CN(CCCN3CCOCC3)Cc3nnnn3C3CCCC3)c(=O)[nH]c2c1 | 94
CCCCCCN1Cc2ccccc2C1 | 111
CCc1cc2c(=O)c(-n3cnc4ccccc43)coc2cc1O | 96
CCc1c(O)nc(SCC(=O)Nc2ccc3c(c2)CCC3)[nH]c1=O | 91
COc1ccc(C(=O)Nc2nc3cc(OC)c(OC)cc3c(=O)[nH]2)cc1 | 94
O=C(Nc1nnc(C2CCCC2)s1)C1CCC1 | 95
COC(=O)c1ccccc1NC(=O)NCc1cccnc1 | 101
COCCNC(=O)CN(c1ccc(C)cc1)S(=O)(=O)c1ccccc1 | 86
Oc1ccccc1Cn1c(-c2ccccc2O)nc2ccccc21 | 92
Nc1nonc1C(=O)NCCN=Cc1cc(Cc2ccccc2)cc(Br)c1O | 95
O=c1c2[nH]c3ccccc3c2ncn1Cc1ccncc1 | 103
Brc1ccc2[nH]ncc2c1 | 99
N#Cc1cccc(-n2nnnc2-c2ccc3c(c2)OCO3)c1 | 110
CCn1c(=NC(=O)c2ccc(S(=O)(=O)N3CCOCC3)cc2)sc2cccc(OC)c21 | 112
CC(=O)c1cn(CC(=O)NCC2CCCO2)c2ccccc12 (stereo unspecified) | 95
Cn1c(=O)c2c(nc(NCC(O)CO)n2CCc2ccccc2)n(C)c1=O (stereo unspecified) | 73
CCOC(=O)N1CCN(C(=O)CCc2ccc(S(=O)(=O)NCCc3ccccc3)cc2)CC1 | 84
CC(C)(C)c1n[nH]c(=S)n(N)c1=O | 71
CCCOc1ccc(N2C(=O)CC(NCc3ccncc3)C2=O)cc1 (stereo unspecified) | 93
CCC(CC)c1nc2cc(OC)c(OC)cc2c(=O)o1 | 86
CC1CN(Cc2nc3c(c(=O)n(C)c(=O)n3C)n2CCCO)CC(C)O1 (stereo unspecified) | 97
COc1cc(OC)cc(C(=O)N2CCN(C(=O)COc3ccc4ccccc4c3)CC2)c1 | 79
NS(=O)(=O)c1ccc(NC(=O)COC(=O)CCNC(=O)NC23CC4CC(CC(C4)C2)C3)cc1 | 107
CCOC(=O)c1[nH]c2cc3c(cc2c1NC(=O)CN1CCc2ccccc2C1)OCO3 | 111
O=C(Nc1ccc(N2CCCCC2)c(Cl)c1)c1ncn[nH]1 | 96
COc1cc(OC)cc(C(=O)N2CCN(C(=O)c3cccc(F)c3)CC2)c1 | 115
CCCCOC(=O)NCN1C(=O)C2C3C=CC(C3)C2C1=O (stereo unspecified) | 85
O=C(C1CC1)N(Cc1ccco1)c1nc(-c2ccccc2)cs1 | 84
CC1CCCN(c2nc3c(c(=O)[nH]c(=O)n3C)n2CCCc2ccccc2)C1 (stereo unspecified) | 87
Cc1noc(C)c1C(=O)Nc1ccccc1-c1ccccc1 | 80
Cc1ccc2c(c1)CCCN2C(=O)c1ccncc1 | 98
CCOc1ccc(Cl)cc1S(=O)(=O)N1CCN(c2ccc(F)cc2)CC1 | 73
O=C(CSc1nnc(-c2cccs2)n1-c1ccccc1)NCc1ccc2c(c1)OCO2 | 73
O=C(Nc1cnn(Cc2ccccc2)c1)c1cc2nc(-c3ccco3)cc(C(F)(F)F)n2n1 | 76
COc1ccc(C)cc1S(=O)(=O)N(C)CC(=O)NCc1ccco1 | 103
COc1ccc(Cn2nnnc2C(c2cc3cccc(C)c3[nH]c2=O)N2CCOCC2)cc1 (stereo unspecified) | 102
O=C(Nc1ccc(S(=O)(=O)NC2CCCC2)cc1)c1cnccn1 | 91
O=C(COc1ccccc1)Nc1ccc2c(c1)nc1n2CCOC1 | 101

Sorted by SMILES length (descending): some entries from above.
SMILES | SKBR3 24h inh
CC(=O)c1c(C(C)=O)c(C)n(-c2nc(-c3ccccc3)c(C)s2)c1C | 81
COc1ccc(CNc2oc(-c3cccc4ccccc34)nc2C#N)cc1 | 96
O=C(NCc1ccccc1)C1CCCN(C(=O)Nc2ccccc2)C1 (stereo unspecified) | 51
O=C(COc1ccccc1)Nc1ccc2c(c1)nc1n2CCOC1 | 101
N#Cc1c(N)nc2c(c1-c1ccncc1)CCCC2 | 100

Next entries
SMILES | SKBR3 24h inh
O=c1c2c3nc4ccccc4nc3n(-c3ccc4c(c3)OCCO4)c2ncn1CC1CCCO1 (stereo unspecified) | 85
CCOC(=O)c1cnc(SCC(=O)Nc2nc(C)c(C)s2)nc1N | 89
CN(C)CCN1C(=O)C(=O)/C(=C(/O)c2ccc(F)cc2)C1c1ccccc1 (stereo unspecified) | 89
CC(C)COP(=O)(c1ccc(N(C)C)cc1)C(O)c1ccccn1 (stereo unspecified) | 97
c1csc(CNc2ncnc3sccc23)c1 | 84
CC(C)NC(=O)c1ccc2c(c1)nnn2C | 107
CN(C)S(=O)(=O)c1ccc(S(=O)(=O)N(Cc2ccccn2)Cc2ccco2)cc1 | 102
Cc1onc(-c2ccccc2)c1C(=O)N[C@@H]1C(=O)N2[C@@H]1SC(C)(C)[C@@H]2C(=O)O | 76

Not all compounds are listed, so the mix of outcomes need not match the whole.
